Assay outcomes deposited in PubChem by National Center for Advancing Translational Sciences (NCATS).
L3MBTL1 block: inhibitors of human L3MBTL1. Potency, µM (doses to about 57.1 µM), inactives show at the top dose activity, negative = inhibition, most hits filed as inhibitors. 0.66% of 230,000 active. AlphaScreen L3MBTL1–H3K9me1 peptide binding; note: nearly all actives have a fitted effect of over 60% in size
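First, the protein-peptide complex forms for 30 min at room temperature (L3MBTL1 50 nM, biotinylated H3K9me1 peptide 75 nM). Next, compounds are pin-transferred and incubated 30 min. Finally, AlphaScreen beads are added and read after 30 min.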
RECQ1 inh: RECQ1 (human) helicase inhibition. P46063. RECQ1 DNA unwinding, red fluorescence kinetic read. Potency, µM (highest dose often 57.3 µM), without a hit: at the top dose activity, negative = inhibition, most hits filed as inhibitors. 0.54% of 240,000 active. AID 2549;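 note: plate controls were vehicle for no effect and no enzyme for full effect; nearly all actives have a fitted effect of over 30% in size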
Target sequence (P46063 whole entry, looked up): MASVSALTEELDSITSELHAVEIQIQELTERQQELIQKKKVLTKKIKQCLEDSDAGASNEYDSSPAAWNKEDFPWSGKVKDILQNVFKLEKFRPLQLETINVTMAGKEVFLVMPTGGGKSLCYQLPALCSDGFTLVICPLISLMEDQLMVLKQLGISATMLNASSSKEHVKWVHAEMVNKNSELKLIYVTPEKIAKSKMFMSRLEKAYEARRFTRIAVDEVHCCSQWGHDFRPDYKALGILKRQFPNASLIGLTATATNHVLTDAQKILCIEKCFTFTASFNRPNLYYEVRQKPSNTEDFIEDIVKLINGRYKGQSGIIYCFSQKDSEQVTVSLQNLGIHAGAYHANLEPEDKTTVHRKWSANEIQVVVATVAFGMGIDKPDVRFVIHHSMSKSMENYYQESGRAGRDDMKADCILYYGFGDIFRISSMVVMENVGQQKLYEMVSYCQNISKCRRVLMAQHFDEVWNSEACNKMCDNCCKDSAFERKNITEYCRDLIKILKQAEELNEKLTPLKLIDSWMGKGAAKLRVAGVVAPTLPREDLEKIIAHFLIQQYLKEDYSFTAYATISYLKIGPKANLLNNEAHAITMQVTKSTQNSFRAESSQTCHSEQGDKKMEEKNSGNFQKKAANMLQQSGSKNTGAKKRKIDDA
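50 nM RECQ1T1 preincubated 15 min with compound in Tris pH 8.0 buffer with MgCl2, DTT, Tween-20 and 2.5 ug/ml poly(dI-dC); started with 200 nM TAMRA/BHQ-2 forked duplex and 2 mM ATP. Unwinding read as fluorescence (525/598 nm), two reads 2 h apart.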
GAA glycogen mod: alters human alpha-glucosidase cleavage of glycogen; 0.38% of 300,000 active; P10253; Potency, µM (highest dose often 76.4 µM), without a hit: at the top dose activity change, negative = inhibition, most hits filed as inhibitors; recombinant GAA, glycogen substrate, Amplex Red glucose oxidase fluorescence;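 note: 0% = full enzyme reaction and -100% = no-enzyme basal signal; the screen sought inhibitors and activators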
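Natural-substrate format: glycogen cleavage by 4 nM human enzyme, glucose read by Amplex Red coupling (Ex 573, Em 610 nm). Normalized to enzyme and no-enzyme controls.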
GAA inhib: inhibitors of human lysosomal alpha-glucosidase; Potency, µM (highest dose often 76.9 µM), without a hit: at the top dose activity change, negative = inhibition, usual class: inhibitors; 0.005% of 200,000 active; P10253; AID 1466; purified human GAA, 4-MU-alpha-glucoside fluorescence;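 note: plate controls were uninhibited enzyme wells for no effect and no-enzyme background for full effect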
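Fluorescence at Ex 365/Em 440 nm from 4-methylumbelliferone reported enzyme activity after 20 min at room temperature. Reactions used 4 nM enzyme and 400 uM substrate at pH 5.0; curves fitted with the Hill equation.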
TexasRed fluor: alters Texas Red total fluorescence, flagging assay interference. TRb/SRC2 Texas Red total fluorescence interference. Potency, µM (doses to about 106 µM), for inactives: top-dose fluorescence change, negative = quenching. 0.29% of 280,000 active; active = well fitted curve in either direction with a large enough effect; inconclusive = small, poorly fitted or top-dose-only effect
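Human TRβ ligand-binding domain (0.6 uM) and Texas Red SRC2 peptide (20 nM) in Tris buffer with 1 uM T3 and 5% DMSO were incubated with pinned compound for 5 hr at ambient temperature. Total fluorescence was computed as S + 2P (555/632 nm).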
aGlu spleen mod: lysosomal alpha-glucosidase (human) modulation | P10253 | human spleen homogenate, 4-MU-alpha-glucoside fluorescence | Potency, µM (doses to about 79.9 µM), without a hit: at the highest dose activity change, negative = inhibition, usual class: inhibitors | 0.006% of 240,000 active;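 note: 0% = enzyme with vehicle and -100% = no enzyme basal signal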
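Human spleen homogenate (1 ug) incubated with compounds and 1 mM 4-methylumbelliferyl-alpha-D-glucopyranoside in pH 5.0 citrate/phosphate buffer, 37 C, 40 min. Stopped at pH 10; 4-MU fluorescence (Ex 365/Em 440 nm); AC50 by Hill fit.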
GoLoco inh red: RGS12 GoLoco-Gai1 interaction inhibition. P63096. Gai1:RGS12 GoLoco peptide FP, rhodamine, 10 min. Potency, µM (titrated, usually from 61.6 µM), without a hit: at the top dose activity, negative = inhibition, actives largely listed as inhibitors. 0.44% of 230,000 active. AID 880; active = well fitted inhibition curve with a large enough effect, not every such curve was filed as active; inactive = no such curve, though single readings can be large or run the other way; note: nearly all actives have a fitted effect of over 30% in size; many of its hits are not listed in these tables
Target sequence (P63096 whole entry, looked up): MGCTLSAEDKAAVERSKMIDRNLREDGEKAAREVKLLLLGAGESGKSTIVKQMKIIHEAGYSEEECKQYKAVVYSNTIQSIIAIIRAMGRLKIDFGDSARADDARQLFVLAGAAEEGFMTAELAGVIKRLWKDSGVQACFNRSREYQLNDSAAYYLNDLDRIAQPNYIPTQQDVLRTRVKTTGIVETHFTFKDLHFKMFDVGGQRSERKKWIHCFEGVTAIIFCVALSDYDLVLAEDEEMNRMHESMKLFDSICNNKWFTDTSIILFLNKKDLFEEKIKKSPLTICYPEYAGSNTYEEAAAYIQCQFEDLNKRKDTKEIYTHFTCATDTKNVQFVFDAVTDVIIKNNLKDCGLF
TRb SRC2 PPI: TRbeta-SRC2 interaction inhibition | 0.065% of 280,000 active | Potency, µM (titrated, usually from 106 µM), inactives show at the highest dose activity change, negative = inhibition, hits mostly inhibitors | TRbeta-SRC2 peptide binding, fluorescence polarization; receptor liganded with 1 µM T3;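 note: plate controls were bound peptide for no effect and peptide without receptor for full effect; nearly all actives have a fitted effect of over 50% in size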
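Quantitative HTS by FP: 0.6 uM TRb LBD, 20 nM labeled SRC2 20-mer, 1 uM T3, 5% DMSO; 5 hr ambient incubation; % activity per concentration and potencies from concentration series.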
Active calls of the source: *; i = inactive; ? = inconclusive; · = not tested or not shown; & = joins results of further samples; [ ] = another dose, or the depositor's remark. Unless noted, calls come from the whole dose curve; as a rule, active = well fitted curve in the direction sought with a large enough effect; inconclusive = small, poorly fitted or top-dose-only effect, or another doubt; inactive = no such curve, though single readings can be large; an effect the other way counts as inactive or inconclusive. Unless noted, % is set by controls: 0 for no effect and ±100 for the full control effect; potency is the fitted concentration of half-maximal effect.

Each structure is followed by: L3MBTL1 block | RECQ1 inh | GAA glycogen mod | GAA inhib | TexasRed fluor | aGlu spleen mod | GoLoco inh red | TRb SRC2 PPI
Cc1ccc2nc(C)cc(N/N=C/c3cccnc3)c2c1
→ 3% | -6% | -7% | 3% | 1% | -6% | 6% | 2%
Cc1ccccc1CC(=O)N1CCCC(CCC(=O)N2CCN(c3ccccn3)CC2)C1 (centres undefined)
→ -26% | 12% | 8% | 0% | 4% | 1% | -2% | 14%
O=C(CCN1CCN(c2ccccc2)CC1)Nc1nccs1
→ · | -6% | 3% | 3% | -6% | -2% | 2% | -5%
CCOC(=O)c1c(C)nc2sccn12
→ 1% | 1% | 9% | 4% | -4% | -5% | -7% | 0%
CC(C)(C)C1CCc2sc(-c3nnc(CCl)o3)cc2C1 (centres undefined)
→ -7% | -8% | -2% | -3% | -1% | -11% | 4% | -7%
Cc1cc(NC(=O)c2ccc(Cl)cc2)no1
→ 6% | -6% | 4% | 1% | -2% | -3% | -4% | -15%
CCc1ccc(NC(=O)CS(=O)CC(=O)NC(C)CCc2ccco2)cc1 (centres undefined)
→ -4% | -4% | 9% | 0% | -1% | 0% | 3% | -17%
CC(C)(c1ccccc1)c1ccc(OCCCN2CCNCC2)cc1
→ -21% | -3% | 1% | ? | -1% | 7% | 13% | 1%
CC(Sc1ccc(Cl)cc1)C(=O)Nc1ccccc1C(=O)N1CCOCC1 (centres undefined)
→ · | i | 0% | ? | -2% | 5% | 3% | -10%
Cc1cccc(OCc2nnc(SC(C)C(=O)O)n2Cc2ccccc2)c1 (centres undefined)
→ 2% | i | -3% | -1% | -1% | -4% | 1% | 5%
FC(F)(F)c1ccc(C2[C@H]3CN(Cc4cccnc4)[C@H](c4ccccc4)C34CC2(c2ccccc2)C4)cc1 (some centres undefined)
→ · | i | -9% | · | -2%&-3% | -12%&-4% | 2%&9% | 4%&6%
O=C(CCNS(=O)(=O)c1ccc(Br)cc1)NC1CCCCC1
→ · | -2% | 10% | -2% | 1% | -4% | 0% | 4%
O=C(NCCN1CCOCC1)c1c[nH]c2ccc(S(=O)(=O)N3CCOCC3)cc2c1=O
→ 5% | -5% | 2% | -6% | 5% | 2% | 1% | 2%
C/C(=C/CCC(C)[C@H]1CC[C@@]2(C)C3=C(CC[C@]12C)[C@@]1(C)CCC(=O)C(C)(C)[C@@H]1CC3)C(=O)O (some centres undefined)
→ 2% | -4% | -7% | -10% | 0% | 1% | -1% | 2%
COc1ccc(-c2cc3nc(-c4ccccc4)cc(N4CCCC(O)C4)n3n2)cc1 (centres undefined)
→ 38%[activator] | ? | -6% | ? | -7% | 28% | 19% | -2%
Cc1ccc(CNC(=O)C2CCCN(Cc3cnn(-c4ccccc4)c3-n3cccc3)C2)cc1 (centres undefined)
→ -4% | i | 6% | -7% | 4% | -3% | 11% | -1%
CC1(C)CCC[C@@](C)([C@H]2CC[C@]3(C)[C@@H]2[C@H](O)C[C@@H]2[C@@]4(C)CC[C@H](O)C(C)(C)[C@@H]4[C@@H](O)C[C@]23C)O1
→ · | -4% | · | · | 0% | -2% | 3% | -3%
CCCCn1c(SCC(=O)c2ccc(OCC)cc2)nc2cc(S(N)(=O)=O)ccc21
→ · | i | 8% | ? | -3% | 9% | 15% | -1%
COc1ccc(Br)c(C(=O)Nc2ccc(F)cc2)c1
→ 9% | -6% | -6% | -4% | -4% | -8% | 11% | 9%
CN(CCO)CC(O)CN(c1ccccc1)c1ccccc1 (centres undefined)
→ 31%[activator] | -10% | 9% | · | -2% | 1% | -1% | -10%

Part of the list above, as tab-separated lines:
SMILES	L3MBTL1 block	RECQ1 inh	GAA glycogen mod	GAA inhib	TexasRed fluor	aGlu spleen mod	GoLoco inh red	TRb SRC2 PPI
COc1ccc(Br)c(C(=O)Nc2ccc(F)cc2)c1	9%	-6%	-6%	-4%	-4%	-8%	11%	9%
CCOC(=O)c1c(C)nc2sccn12	1%	1%	9%	4%	-4%	-5%	-7%	0%

More results follow.
Each structure is followed by: L3MBTL1 block | RECQ1 inh | GAA glycogen mod | GAA inhib | TexasRed fluor | aGlu spleen mod | GoLoco inh red | TRb SRC2 PPI
COc1ccc(C(CCN2CCCC2)c2c(O)cc(OC)cc2OC)cc1 (centres undefined)
→ · | i | -5% | · | -1%&-2% | -2%&-4% | -1% | 3%&4%
CCOC(=O)CNC(=S)N(Cc1ccc(C)cc1)Cc1ccc(C)o1
→ 4% | -9% | 6% | 7% | 3% | 8% | 7% | 2%
COc1ccc(/C=N/NC(=O)c2nc(Cl)c(Cl)c(N)c2Cl)cc1COc1ccccc1F
→ -7% | -1% | 6% | ? | -1% | 3% | 5% | -7%
CCCc1ccc(C(=O)NNc2cc(Cl)ccc2Cl)cc1
→ 1% | -14% | ? | · | -6% | -4% | 9% | -5%
COc1ccc(N2C(=O)CC(N3CCN(c4ccc(S(=O)(=O)N5CCCC5)cc4)CC3)C2=O)cc1 (centres undefined)
→ -1% | -15% | 6% | -9% | -7% | 2% | -22% | -3%
COc1ccc(NC(=O)CSc2ncnc3c2nnn3-c2ccc(F)cc2)c(OC)c1
→ · | -14% | 7% | -3% | -6% | 1% | 21% | -4%
CCOC(=O)c1c(-c2ccc(C)cc2C)csc1NC(=O)CSc1nnnn1C
→ -3% | -14% | -10% | ? | -1% | -3% | -2% | -11%
CC1CC(C)CN(S(=O)(=O)c2ccc(C(=O)NCc3ccco3)cc2)C1 (centres undefined)
→ · | -6% | 4% | -9% | -6% | 1% | -2% | -2%
COc1cc(NC(=O)c2ccc3c(=O)n(Cc4ccco4)c(=S)[nH]c3c2)cc(OC)c1OC
→ 3% | -17% | 3% | -9% | -2% | 1% | 7% | 3%
NC(=O)c1ccc(NC(=O)COC(=O)C2(c3cccc(F)c3)CCCC2)cc1
→ -1% | i | -7% | 1% | -1% | -15% | 12% | -4%
COC(=O)CNS(=O)(=O)c1ccc(OC)cc1
→ 7% | i | 1% | 0% | -3% | -11% | 9% | -1%
CCOC(=O)C1(CCCc2ccccc2)CCN(C(=O)Cc2nonc2C)CC1
→ 11% | i | -10% | 5% | 5% | 0% | 6% | -2%
O=C(Cc1cccs1)N(c1ccc(Br)cc1)C1C=CS(=O)(=O)C1 (centres undefined)
→ 6% | -6% | 6% | -1% | 0% | 1% | 12% | -7%
O=C(O)c1ccc2c(c1)C(=O)N(CCc1ccc(O)cc1)C2=O
→ 11% | 1% | · | · | -4% | -1% | · | 2%
O=C(CN(Cc1ccc2c(c1)OCO2)C(=O)CSc1nc2ccccc2o1)NC1CCCCC1
→ 4% | -8% | -4% | -21% | 2% | -1% | 9% | -2%
O=C(NNC(=O)c1cccc(S(=O)(=O)N2CCc3ccccc32)c1)c1ccccc1
→ 4% | -10% | -2% | 3% | 0% | -13% | 0% | -4%
COc1cc(S(C)=O)ccc1-c1nc2ncccc2[nH]1 (centres undefined)
→ -1% | 7%[25.9 µM] | · | · | -3% | -16% | 5% | 6%
CC1C/C(=N\NC(=O)c2cccnc2)CC(C)(C)C1 (centres undefined)
→ 4% | i | -20% | -3% | -1% | -14% | 8% | 4%
O=C(/C(=N/N=C/c1ccc(O)c(O)c1)c1ccccc1)c1ccccc1
→ ? | -13% | ? | -9% | -1% | 0% | 6% | -6%
CCSc1nc(-c2ccco2)ccc1C#N
→ · | -10% | 1% | 12% | -3% | -1% | 6% | -17%
O=C(N/N=C\c1ccccc1)c1sccc1-n1cccc1
→ -5% | -1% | 1% | 5% | -4% | -3% | 1% | -3%
COc1ccc(/C=N/NC(=O)c2cccnc2)cc1CSc1nc2ccccc2s1
→ -16% | -7% | -3% | -9% | -1% | 0% | 11% | -5%
COC(=O)Nc1ccc(C)c2nsnc12
→ 19% | i | 10% | 1% | 0% | 1% | · | 2%
Cc1ccc(NC(=S)c2nc3ccccc3[nH]2)c(C)c1
→ ? | 4.5µM* | 9% | -11% | -1% | -1% | -8% | 4%
CC(C)CNC(=O)COC(=O)c1c2c(nc3ccccc13)/C(=C/c1cccs1)CC2
→ ? | -18% | -12% | -3% | -3% | -3% | · | 1%

Reformatted with each value named: 3 of the compounds above.
COC(=O)Nc1ccc(C)c2nsnc12
- L3MBTL1 block: 19%
- RECQ1 inh: i
- GAA glycogen mod: 10%
- GAA inhib: 1%
- TexasRed fluor: 0%
- aGlu spleen mod: 1%
- GoLoco inh red: ·
- TRb SRC2 PPI: 2%
CC(C)CNC(=O)COC(=O)c1c2c(nc3ccccc13)/C(=C/c1cccs1)CC2
- L3MBTL1 block: ?
- RECQ1 inh: -18%
- GAA glycogen mod: -12%
- GAA inhib: -3%
- TexasRed fluor: -3%
- aGlu spleen mod: -3%
- GoLoco inh red: ·
- TRb SRC2 PPI: 1%
O=C(N/N=C\c1ccccc1)c1sccc1-n1cccc1
- L3MBTL1 block: -5%
- RECQ1 inh: -1%
- GAA glycogen mod: 1%
- GAA inhib: 5%
- TexasRed fluor: -4%
- aGlu spleen mod: -3%
- GoLoco inh red: 1%
- TRb SRC2 PPI: -3%

Not all compounds are listed. The share of hits here may be higher or lower than overall.
